Assay outcomes deposited in PubChem by several laboratories.
NPY2 pot ag: potentiators or agonists of human neuropeptide Y receptor Y2. P49146. cells expressing NPY-Y2, potentiator/agonist read-out. activation, % at 3.6 µM. 220,000 tested, 0.45% active; in the data active = activation above about 27%;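 note: cells stimulated with NPY near EC25 plus isoproterenol at EC100; 0% = vehicle plus submaximal agonist and 100% = vehicle plus saturating agonist; some results beyond the cut were filed as inactive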
Target sequence (P49146 whole entry, looked up): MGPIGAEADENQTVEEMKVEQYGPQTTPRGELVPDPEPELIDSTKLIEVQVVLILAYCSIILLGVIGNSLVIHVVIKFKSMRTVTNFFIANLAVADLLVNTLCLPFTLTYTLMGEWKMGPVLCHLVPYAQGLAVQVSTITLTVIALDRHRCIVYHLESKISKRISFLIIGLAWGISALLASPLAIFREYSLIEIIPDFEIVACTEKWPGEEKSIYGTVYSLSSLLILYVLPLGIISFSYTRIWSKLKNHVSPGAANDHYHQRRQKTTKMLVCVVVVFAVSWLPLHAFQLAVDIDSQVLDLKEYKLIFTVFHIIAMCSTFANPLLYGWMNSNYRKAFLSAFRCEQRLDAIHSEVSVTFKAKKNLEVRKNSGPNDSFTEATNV
S1P4 antag: antagonists of human S1P4 receptor. inhibition, % at 4.98 µM. AID 1510. O95977. 220,000 tested, 0.26% active. S1P4-expressing cells, antagonist mode, reporter read-out; in the data active = inhibition above about 29%;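 note: 0% = wells stimulated with agonist and 100% = vehicle wells without agonist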
Target sequence (O95977 whole entry, looked up): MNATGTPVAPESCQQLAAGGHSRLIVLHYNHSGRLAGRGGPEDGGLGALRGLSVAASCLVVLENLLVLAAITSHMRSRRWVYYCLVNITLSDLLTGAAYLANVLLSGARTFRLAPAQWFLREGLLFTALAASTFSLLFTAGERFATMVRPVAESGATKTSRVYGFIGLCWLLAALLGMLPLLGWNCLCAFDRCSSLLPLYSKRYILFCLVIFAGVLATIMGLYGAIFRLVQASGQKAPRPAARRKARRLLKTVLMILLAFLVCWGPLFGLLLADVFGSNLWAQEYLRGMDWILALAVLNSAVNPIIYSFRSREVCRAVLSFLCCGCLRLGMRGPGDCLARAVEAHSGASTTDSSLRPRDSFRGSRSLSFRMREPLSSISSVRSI
S1P4 agonist: activates the human S1P4 receptor | activation, % at 4.98 µM | O95977 | AID 1509 | S1P4-expressing cell line, agonist reporter assay | 220,000 tested, 0.35% active; in the data active = activation above about 11%;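 note: 0% = DMSO vehicle and 100% = reference agonist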
NPY1 pot ag: human NPY-Y1 potentiation or agonism, primary screen; P25929; NPY-Y1 expressing cells, potentiator/agonist activation; activation, % at 3.6 µM; 220,000 tested, 0.37% active; in the data active = activation above about 33%, passing the limit was not always enough;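 note: cells stimulated with NPY at EC10 then isoproterenol at EC100; 0% = low agonist plus stimulus and 100% = saturating agonist plus stimulus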
p47phox inh: inhibitors of human p47phox binding. p47phox/p22phox peptide binding, fluorescence polarization, 2 h. 220,000 tested, 0.53% active. inhibition, % at 24.7 µM. AID 1274;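 active = inhibition above about 30%, limit read from the data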;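 note: 0% = p47phox with labelled peptide and 100% = labelled peptide alone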
BaF3 tox: reduces parental Ba/F3 cell viability, JAK2V617F counter-screen; CellTiter-Glo ATP luminescence; inhibition, % at 5.6 µM; AID 1486; 220,000 tested, 1.1% active;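 active = inhibition above a per-campaign cutoff, the mean inhibition of all tested compounds plus 3 SD, cut at about 27% in these data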;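 note: 0% = DMSO wells and 100% = JAK Inhibitor I control wells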
NPY Y1 blocker: antagonists of human neuropeptide Y receptor Y1; inhibition, % at 3.6 µM; 200,000 tested, 1% active; HEK293-CNG Y1 cells, membrane potential fluorescence; NPY at EC95, then isoproterenol; P25929;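 active = inhibition above the campaign mean inhibition of all tested compounds plus 3 SD, cut at about 20% in these data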;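 note: 0% = DMSO wells given NPY plus isoproterenol and 100% = isoproterenol alone without NPY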
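Material: HEK293 cells with Y1 receptor plus CNG channel; times: compound incubation 1 h at room temperature, readout 45 min post-stimulation; signal: fluorescence, membrane potential probe; read-out basis: fluorescence ratio normalized to % inhibition between controls; benchmarks: full-block control isoproterenol-only wells, zero-block control NPY plus isoproterenol wells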
Ba/F3 V617F tox: lowers viability of Ba/F3 cells expressing EpoR and JAK2V617F. ATP luminescence. inhibition, % at 5.6 µM. 220,000 tested, 1.1% active. AID 1446;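 active = inhibition above the campaign mean plus 3 SD over all tested compounds, cut at about 24% in these data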;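 note: cytokine-independent growth of Ba/F3 cells driven by EpoR plus mutant JAK2; 0% = DMSO-treated cells and 100% = JAK inhibitor I control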
CHOP inh: CHOP inhibition in unfolded protein response | CHO-K1 CHOP-promoter luciferase, tunicamycin-induced, 15-18 h | inhibition, % at 10 µM | 220,000 tested, 3.8% active;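 active = compounds that reduced the stress-induced luciferase reporter signal by more than about 70% of percent inhibition, limit read from the data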;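 note: 0% = tunicamycin plus vehicle and 100% = wells without tunicamycin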
An asterisk follows results filed as active; . = no result given.

SMILES | NPY2 pot ag | S1P4 antag | S1P4 agonist | NPY1 pot ag | p47phox inh | BaF3 tox | NPY Y1 blocker | Ba/F3 V617F tox | CHOP inh
COc1ccc(N(CC(=O)Nc2ccc(C(N)=O)cc2)S(=O)(=O)c2ccc(C)c([N+](=O)[O-])c2)cc1 | -15 | -10 | 0.1 | 5 | -6 | 6 | -2 | -2 | 0
Cc1ccc(OCC(=O)Nc2cc(C(=O)O)cc(C(=O)O)c2)cc1C | 6 | -3 | -0.1 | -3 | -4 | 7 | 5 | 0 | 15
Cc1cc(C)nc(N2CCC(C(=O)NCC3CCCCC3)CC2)n1 | 0 | -3 | 0.3 | 17 | 7 | 2 | -1 | 1 | 28
O=C(O)CSc1nnc(CNc2ccc(Cl)cc2)n1Cc1ccccc1 | 8 | -8 | -0.4 | -1 | -7 | -2 | -5 | -2 | 16
Cc1ccc(-c2n[nH]c(=O)c3ccccc23)cc1S(=O)(=O)NCCN1CCOCC1 | 10 | 12 | 2.5 | 25 | -4 | 1 | 1 | -1 | -13
COC(=O)c1ccccc1NC(=O)CNC(=O)c1ccco1 | -4 | -29 | 0.0 | 10 | -13 | -1 | -1 | -4 | 9
O=C(Nc1cc(C(F)(F)F)ccc1N1CCOCC1)c1ccc(Br)o1 | 3 | 2 | -3.2 | -61 | 7 | 2 | 11 | 1 | 17
COC(=O)C1CCN(S(C)(=O)=O)CC1 | -7 | -6 | -1.0 | 7 | -1 | 11 | 0 | 5 | 10
CCOc1ccccc1NC1=C(Cl)C(=O)N(Cc2ccccc2)C1=O | -23 | 1 | 0.3 | -15 | -15 | 2 | 6 | -1 | 47
Cc1ccc2c3c(c(SCC(=O)Nc4nonc4C)nc2c1)CCCC3 | 7 | -14 | -0.4 | 5 | -2 | -1 | -1 | -5 | 51
O=C(NC(=S)Nc1ccc(S(=O)(=O)N2CCCC2)cc1)c1cccs1 | 6 | -1 | -0.2 | 4 | -3 | 6 | -4 | 4 | -10
CNC(=S)N(Cc1ccco1)Cc1cc2cc(OC)c(OC)cc2[nH]c1=O | 12 | -14 | 0.8 | 16 | -7 | 4 | -3 | 3 | 31
C=CCNc1nc(Nc2ccc(OC)cc2OC)nc(OCC)n1 | -4 | -1 | -3.0 | -4 | -17 | 1 | 0 | -2 | -8
Nc1c(-c2ccc(Cl)cc2)cnc2ncnn12 | -10 | -7 | -0.1 | -14 | 6 | 2 | -10 | 0 | -4
CCCCc1ccc(NC(=S)Nc2ccc(Cl)c(S(=O)(=O)N(C)C)c2)cc1 | 6 | -12 | 0.8 | -3 | -18 | 7 | 1 | -3 | 105*
Brc1ccc(C2=Nc3cccc4cccc(c34)N2)o1 | -3 | -12 | -0.3 | -6 | -2 | 7 | 0 | -2 | 0
CCN(CC)C(=O)N1CCc2ccccc2C1CN1C(=O)c2ccccc2C1=O (stereo not given) | -8 | 7 | 0.2 | -13 | . | 2 | 5 | -2 | .
O=C(CCN1C(=O)c2ccccc2C1=O)OCN1C(=O)c2ccccc2C1=O | -12 | 5 | -0.2 | -7 | -17 | 6 | 12 | 2 | 1
Cn1c(SCc2nc3ccccc3s2)nnc1-c1cccs1 | 9 | -13 | 0.6 | -13 | -20 | 1 | -2 | -5 | -4
Cc1ccc(C(N)=O)cc1S(=O)(=O)Nc1cccc(C)c1C | -2 | -3 | 1.1 | 16 | -14 | 8 | -4 | -2 | 27
CCOC(=O)Cc1csc(NC(=O)COc2ccccc2OCC)n1 | 7 | -6 | -0.8 | -6 | 6 | 0 | 2 | -1 | 28
COc1cc(CNn2cn[nH]c2=S)cc(Cl)c1OCc1ccc(F)cc1 | -10 | -9 | 2.1 | 9 | -9 | 10 | 6 | 1 | -2
CCOC(=O)C1CCCN(C(=O)C2CCN(S(=O)(=O)c3cnc[nH]3)CC2)C1 (stereo not given) | 14 | -15 | 0.6 | -1 | -9 | 2 | 3 | 1 | 8
CS(=O)(=O)c1ccc(-c2nnn(CC(N)=O)n2)cc1 | -2 | 9 | -1.0 | 2 | 0 | 1 | -6 | 3 | -7
CCOC(=O)[C@H]1NN=C(C(=O)OC)[C@@H]1c1ccccc1 | 7 | -6 | 0.2 | -10 | -1 | 4 | 3 | 0 | -4
Cn1nc(C(=O)N2CCOCC2)c2ccccc2c1=O | -4 | -24 | -1.4 | -5 | . | 3 | 4 | 2 | .
CC1(NC(=O)C2CCCCC2)CCS(=O)(=O)C1 (stereo not given) | -2 | -2 | -0.7 | -6 | -1 | 4 | 1 | 2 | 6
CCCCn1c(NCc2ccc(N(C)C)cc2)nc2ccccc21 | 17 | 3 | -0.6 | 27 | -4 | -1 | . | -4 | 20
CC(=O)N/C(=C\c1ccccc1)C(=O)OCC(=O)N1CCCCCC1 | 8 | -13 | 5.8 | 6 | -39 | 5 | 6 | -2 | 3
COCCNC(=O)C(OC(=O)c1cccs1)c1ccccc1 (stereo not given) | 12 | 0 | 0.3 | 5 | -16 | -2 | 1 | -3 | -10
CCN(CC)P(=O)(/C(Cl)=C\Nc1c(C)n(C)n(-c2ccccc2)c1=O)N(CC)CC | -8 | -9 | 2.9 | -23 | -7 | 1 | 2 | 1 | 31
CCOC(=O)C1CCN(S(=O)(=O)c2ccc(C(=O)OC)cc2)CC1 | 1 | -20 | 0.6 | 9 | -10 | 0 | 1 | -2 | -13
Cc1ccc(NC(=O)c2cnc3ccccc3n2)cc1C | -6 | 6 | -0.3 | 5 | -20 | -1 | . | -1 | -29
Cc1cc(CN(C)C(=O)CCc2nnc(Cc3cccc(C(F)(F)F)c3)o2)on1 | -17 | -11 | -0.7 | -9 | -3 | 9 | -4 | 7 | -23
CN(C)CCCOC(=O)c1cc2ccccc2o1 | -5 | -14 | 1.8 | -6 | -11 | -1 | 4 | 1 | 10
O=C1CSC2(N1)C1CC3CC(C1)CC2C3 (stereo not given) | -20 | -10 | -0.7 | -3 | -11 | 1 | . | -5 | 5
CC(C)CCC(O)(CCC(C)C)C(=O)NN1CCCCC1 | 9 | -14 | 0.7 | 13 | 0 | 5 | 8 | -2 | 7
COC(=O)C(Cc1csc2ccc(Cl)cc12)NC(=O)c1ccc(Cl)cc1 (stereo not given) | -6 | 3 | -0.7 | -17 | -15 | 0 | . | 3 | -14
COCCCNC(=S)Nc1ccc(N2CCCCC2)cc1 | 12 | -2 | 0.6 | 4 | -4 | -1 | -2 | -1 | 4
CC1(C)CCCC2=C1CC1C(=O)N(O)C(=O)C1C2 (stereo not given) | -14 | 11 | 2.7 | -25 | -2 | 3 | -6 | 0 | 8

Some entries already given, reduced to NPY Y1 blocker, p47phox inh and NPY2 pot ag.
SMILES	NPY Y1 blocker	p47phox inh	NPY2 pot ag
COC(=O)C1CCN(S(C)(=O)=O)CC1	0	-1	-7
O=C(CCN1C(=O)c2ccccc2C1=O)OCN1C(=O)c2ccccc2C1=O	12	-17	-12

Remaining list, next part:
SMILES | NPY2 pot ag | S1P4 antag | S1P4 agonist | NPY1 pot ag | p47phox inh | BaF3 tox | NPY Y1 blocker | Ba/F3 V617F tox | CHOP inh
O=C1OCCC1Sc1nc2ccccc2n1Cc1ccccc1 (stereo not given) | 24 | -16 | -1.4 | 9 | 2 | 4 | 0 | -4 | 16
COc1ccccc1CNC(=O)CN1CCN(Cc2ccc(Cl)cc2)C1=O | 5 | -16 | -3.4 | 18 | . | 4 | 7 | -3 | .
COc1cc(C)ccc1N(CCCN1C(=O)c2cccc3cccc(c23)C1=O)C(=O)c1cccs1 | 1 | 0 | 1.1 | -6 | -10 | 10 | 4 | 0 | -3
Cc1ccccc1NC(=O)c1cc2c(C)nc3ccccc3c2o1 | -1 | 3 | -2.9 | -7 | 14 | 0 | 1 | 3 | 7
Cc1cc(/C=C2\SC(=S)NC2=O)c(C)n1C | 16 | -11 | -0.2 | 3 | -63 | 6 | 5 | -2 | 3
CC1(C)CC(=O)C2=C(C1)OC(c1ccc(O)cc1)C(C#N)=C2N (stereo not given) | -5 | 4 | -0.1 | 20 | -7 | 3 | -7 | 0 | -2
COC(=O)C1=C(C)N(c2ccc(OC)cc2)C(C)=C(C(=O)OC)C1c1ccc(OC)cc1 | -13 | -22 | 1.2 | -11 | 12 | 0 | . | -1 | -6
Cc1cc(=O)n2ncnc2n1COCCO | 0 | -6 | 0.6 | 8 | -8 | 5 | 1 | 4 | 22
Nc1c(Cl)ncnc1N1CCOCC1 | -13 | -11 | 0.2 | -13 | -8 | 8 | 0 | 3 | 2
CC(C)CNC(=O)CC(=O)N/N=C/c1cccs1 | 11 | 5 | 1.6 | 9 | -7 | 4 | 1 | -2 | 10
C#CC(C)(CC)NC(=O)c1cc2nc(C3CC3)cc(C(F)(F)F)n2n1 (stereo not given) | 7 | -8 | -0.2 | 27 | -15 | 5 | 8 | 0 | 5
CC1CCN(c2nc(-c3ccncc3)nc3ccccc23)CC1 | -41 | 4 | -1.1 | -58 | -6 | 7 | 31* | 7 | 13
O=C(CSc1cn(CCNC(=O)c2cccs2)c2ccccc12)NCC1CCCO1 (stereo not given) | 5 | -5 | 0.1 | 8 | 2 | 8 | 3 | -2 | 36
CCN(Cc1ccncc1)C(=O)c1cc(Br)cc(Br)c1O | 5 | -3 | 3.6 | 13 | -5 | 1 | 1 | -4 | 21
CCN1C(=O)N(CC)C2C1N(C(C)=O)C(=O)N2C(C)=O (stereo not given) | 7 | -5 | -0.7 | 10 | -9 | 5 | -3 | -4 | 24
CCOc1ccc(N(CC(=O)NC2CCCCC2)C(=O)CNC(=O)c2ccco2)cc1 | 1 | -7 | 1.6 | 1 | . | 2 | -7 | -4 | .
Cc1cccc(Oc2nc(-c3ccccn3)nc3ccccc23)c1 | -24 | 10 | 0.5 | -59 | -8 | -5 | . | -2 | -43
CC(C)C12CN3CC(C(C)C)(CN(C1)C3c1ccco1)C2=O (stereo not given) | 20 | -6 | -0.5 | 11 | -9 | 1 | -2 | -2 | 12
Brc1ccc(CSc2ccc3nnc(-c4ccccn4)n3n2)cc1 | -15 | 10 | -0.9 | -7 | 1 | 1 | 14 | -1 | -5
Cc1ccc(P(=O)(CO)c2ccc(C)cc2)cc1 | -10 | -3 | 0.9 | 11 | -1 | 9 | 1 | 1 | 24
CC1CCCCC1NC(=O)CSc1ccc([N+](=O)[O-])cc1 (stereo not given) | 0 | -30 | 0.1 | 14 | -19 | -4 | . | -3 | 29
Cn1c2c(c(=O)n(C)c1=O)C(c1cc3c(cc1Br)OCO3)CC(=O)N2 (stereo not given) | 1 | -1 | 1.2 | -15 | 4 | 2 | 5 | 1 | -32
O=C(NN1C(=O)C2C3CCC(O3)C2C1=O)c1ccc(Br)o1 (stereo not given) | 8 | -10 | 1.2 | -4 | -7 | 5 | -1 | -3 | -6
Cc1ccc(NC(=O)CN(C)CC(=O)Nc2ccc(N3CCOCC3)cc2)c(C)c1 | -3 | 0 | -0.7 | -8 | -10 | 3 | 3 | -1 | -35
Cc1ccc(CC(=O)NCc2ccc(Cl)cc2)cc1 | -1 | -12 | 2.3 | 7 | -5 | 7 | 7 | 12 | 14
COCCNC(=O)CSc1nnc2c(Cl)cc(Cl)cn12 | 2 | 1 | 0.1 | -23 | 6 | 3 | 3 | 0 | 26
O=C(CN1C(=O)c2ccccc2C1=O)Nc1ccccc1C(=O)NC1CCCCC1 | 1 | 8 | -6.7 | 17 | -18 | 1 | 1 | -5 | 32
CCC1CCCCN1C(=O)CCc1nnc(C2CCCCC2)o1 (stereo not given) | 20 | -1 | 0.5 | 5 | 1 | 3 | -2 | 0 | -39
Cc1ccc(C)c(NC2=C(Cl)C(=O)OC2OC(=O)c2ccco2)c1 (stereo not given) | -7 | 2 | 0.6 | -20 | 4 | 2 | 4 | -2 | -25
